aSyn 5UTR inh – MLPCN primary screen, SNCA 5' untranslated region; alpha-synuclein 5'UTR reporter, inhibitor activity; inhibition, % (tested at 7.5 µM); 300,000 tested, 0.82% active; AID 1813, 2009; in the data active means inhibition above about 60%; inconclusive means no clear call, values can overlap the other calls;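 further: H4 neuroglioblastoma cells stably carrying SNCA 5'UTR luciferase fusion; 0% = DMSO wells and 100% = positive control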
GSK3beta inhib – human GSK3beta kinase inhibitors, primary screen, biochemical, cell-free homogeneous, HTS; Glycogen synthase kinase-3 beta (Homo sapiens), P49841; GST-GSK3beta kinase, ADP-Glo luminescence, 60 min; active compounds read low; activity score (negative = inhibition), % at 10 µM; 300,000 tested, 0.038% active; AID 2097, 2009;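 active means more than half of replicate wells score below -50%, meaning over 50% inhibition versus plate controls; inconclusive means some replicates but at most half score below -50%; inactive means no replicate scores below -50%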;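 further: 0% = median DMSO wells and -100% = median GW8510 positive control wells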
Target sequence (P49841 whole entry, looked up): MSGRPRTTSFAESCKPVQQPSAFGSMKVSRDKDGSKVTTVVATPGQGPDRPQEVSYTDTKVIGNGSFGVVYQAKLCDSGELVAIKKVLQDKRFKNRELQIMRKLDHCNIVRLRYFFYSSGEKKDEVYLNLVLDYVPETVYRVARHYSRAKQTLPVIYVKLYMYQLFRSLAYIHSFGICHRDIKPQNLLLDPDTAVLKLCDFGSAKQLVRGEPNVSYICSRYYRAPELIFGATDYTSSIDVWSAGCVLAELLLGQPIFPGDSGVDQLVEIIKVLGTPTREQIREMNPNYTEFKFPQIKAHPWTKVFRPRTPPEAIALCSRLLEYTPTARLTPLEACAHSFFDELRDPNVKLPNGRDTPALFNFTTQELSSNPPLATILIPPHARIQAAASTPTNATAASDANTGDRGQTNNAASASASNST
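Assay system: GST-fused GSK3beta enzyme, cell-free / Medium: Tris pH 7.5 buffer with MgCl2, DTT, BSA, heparin / Also added: peptide substrate plus 25 µM ATP (final) / Compound: 10 µM single point / Timing: kinase reaction with compound 60 min at room temperature / Detection: ADP-Glo luminescence / Benchmarks: DMSO neutral wells and GW8510 at 20 µM as positive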
GSK3 alpha inh – blockers of GSK3A enzyme activity – biochemical, luminescence, cell-free homogeneous, HTS, primary screen; Glycogen synthase kinase-3 alpha (Homo sapiens), P49840; GSK-3 alpha kinase, ADP-Glo luminescence, 60 min; inhibition, % at 10 µM; 320,000 tested, 0.1% active;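 in the data active means inhibition above about 50%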;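 further: GST-tagged GSK-3 alpha with peptide substrate and 25 µM ATP; 0% = DMSO neutral wells and 100% = GW8510 positive control wells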
Target sequence (P49840 whole entry, looked up): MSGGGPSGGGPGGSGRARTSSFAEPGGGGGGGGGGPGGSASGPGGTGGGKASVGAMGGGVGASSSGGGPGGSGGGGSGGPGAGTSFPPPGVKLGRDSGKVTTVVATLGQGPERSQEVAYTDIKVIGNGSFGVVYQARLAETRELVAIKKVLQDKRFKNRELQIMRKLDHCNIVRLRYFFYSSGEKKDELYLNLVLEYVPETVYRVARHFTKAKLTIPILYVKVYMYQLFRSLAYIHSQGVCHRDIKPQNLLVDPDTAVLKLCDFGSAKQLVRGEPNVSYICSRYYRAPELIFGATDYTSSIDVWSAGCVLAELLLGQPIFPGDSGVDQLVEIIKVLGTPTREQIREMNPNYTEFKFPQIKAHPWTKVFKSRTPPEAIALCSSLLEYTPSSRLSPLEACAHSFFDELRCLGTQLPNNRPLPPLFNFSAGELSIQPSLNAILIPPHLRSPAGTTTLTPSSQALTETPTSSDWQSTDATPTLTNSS
HSF-1 act – HSF-1 activators, primary screen, NIH3T3-HGL cells, MG132 stress, luminescence, single point; NIH3T3-HGL HSF-1 luciferase reporter, 8 h; 100% = twice DMSO control signal; activation, % at 9 µM; 300,000 tested, 1.7% active; AID 504408, 2011;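 active means mean replicate activation of at least 50% with a set share of replicates each reaching 50%; inconclusive means only one of those two conditions met; inactive means mean below 50% and too few replicates reaching it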;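 further: 0% = median of the neutral control wells and 100% = twice that signal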
HSP90 refold inh – HSP90 inhibitors, primary screen, cell lysate, luminescence; Rabbit reticulocyte lysate, luciferase refolding luminescence, 3 h; 290,000 tested, 0.91% active; Heat shock protein HSP 90 (rabbit reticulocyte lysate; luciferase refolding); inhibition, % at 5.6 µM;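 active means inhibition above the screen-wide mean plus 3 SD, computed separately per campaign, cut at about 16% in these data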;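 further: 0% = DMSO wells and 100% = 60 µM geldanamycin wells; inhibitors lower the luminescence because luciferase stays unfolded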
AI-2 QS mod – Vibrio harveyi AI-2 quorum sensing modulators, primary screen, JMH597 strain, luminescence/OD600 ratio. 300,000 tested, 0.4% active. AID 2094, 2009. Vibrio harveyi JMH597 AI-2 luminescence/OD600 ratio, 9 h; active compounds read low; strain lacks LuxN and CqsS sensors; 0 = neutral-control median. activity change, % at 7.5 µM; in the data active means activity change below about -75%, passing the limit was not always enough; inconclusive means no clear call, values can overlap the other calls;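 further: luminescence divided by OD600 gain over 9 h not by final OD600 alone; inactives centre near 13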
PolyA inh – polyadenylation inhibitors in yeast reporter cells, primary screen, luminescence, S. cerevisiae; AID 1875, 2009; calls only at 12 µM; 300,000 tested, 0.02% active; S. cerevisiae SKY197-pL101 polyadenylation reporter, beta-gal luminescence; efflux-impaired pdr1/pdr3 knockout yeast; score 100 = 6 SD above DMSO;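 active means lowest replicate activity score at least 50, where 100 means six control SD above control mean; inconclusive means lowest score under 50 but half or more replicates reach 50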;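 further: yeast exposed to compound for 9 h at 30 °C; higher score means more reporter readthrough which indicates perturbed polyadenylation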
HSF1 inhib – HSF1 inhibitors in luciferase reporter cells, primary screen, cell-based, NIH3T3, luminescence; activity change, negative = inhibition, % at 7.5 µM (by protocol); 300,000 tested, 0.77% active; AID 2098, 2009; NIH3T3-HGL HSE-luciferase, MG132-induced, luminescence 8 h; active compounds read low;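 active means more than half of replicate wells show activity change below -50%, luminescence cut by over half; inconclusive means some wells, but at most half, below -50%; inactive means no replicate well below -50%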;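 further: luciferase reports HSF-1 transcriptional activity via heat shock element; 0% = median of DMSO wells and -100% = zero luminescence signal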
KLF5 inh – KLF5 expression inhibitors, primary screen, DLD-1 cells, luminescence. DLD-1 KLF5 promoter-luciferase reporter. inhibition, % at 5 µM. 290,000 tested, 0.23% active. AID 1700, 2009;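 active means inhibition above a per-plate limit of that plate's mean compound inhibition plus 3 SD, cut at about 60% in these data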;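 further: 0% = DMSO wells and 100% = LY294002 at 200 µM; higher means less KLF5 promoter-driven luciferase light; inactives centre near -14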
IEC-6 tox – cytotoxicity in IEC-6 intestinal epithelial cells, primary screen, cytotoxicity control for KLF5 inhibitor project, cell-based, luminescence; IEC-6 cytotoxicity, luminescence viability; inhibition, % at 5 µM; 290,000 tested, 0.78% active; AID 1825, 2009; in the data active means inhibition above about 22%;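 further: 0% = plate median of test compound wells and 100% = cytotoxic reference compound wells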
* hit, by the source's call; i = inactive; ? = inconclusive; nt = not tested or not shown. Only part of the results is shown; the hit share may differ from the screen's.

SMILES	aSyn 5UTR inh	GSK3beta inhib	GSK3 alpha inh	HSF-1 act	HSP90 refold inh	AI-2 QS mod	PolyA inh	HSF1 inhib	KLF5 inh	IEC-6 tox
Cc1nc2sc(C(c3cccs3)N3CC(C)CC(C)C3)c(O)n2n1 (stereo unspecified)	-10	3	2	6	1	11	i	4	-2	-4
CCOCCCNCC(=O)NCC1CCCCC1	16	-2	0	1	3	26	i	2	9	-6
COC(=O)CC1COc2ccccc2N1C(=O)c1ccc(Br)cc1 (stereo unspecified)	4	0	0	16	2	-13	i	2	7	-4
O=S(=O)(NC(=S)c1ccccc1)c1ccc(Cl)cc1	7	4	-4	-32	-3	27	i	-22	-9	-2
CCNC(=S)/N=C(/Nc1ccc(OC)cc1)Nc1nc(C)cc(C)n1	15	2	2	6	-1	5	i	2	-26	-5
O=C(NNC(=S)Nc1ccc(Cl)c(Cl)c1)c1ccccn1	68*	4	-6	3	1	?	i	9	50	6
O=C(COC(=O)/C=C/c1ccco1)Nc1cccc([N+](=O)[O-])c1	-7	-3	-3	11	3	17	i	-4	15	3
CC(=O)Nc1ccc(NC(=O)COC(=O)c2c(C)nn(-c3ccccc3)c2C)cc1	-53	-5	-1	-2	-1	-5	i	-12	-11	4
CCn1cc(C(=O)O)c(=O)c2cnc(N3CCN(C(=S)Nc4ccccc4)CC3)nc21	-32	2	3	-1	-2	10	i	-10	-21	-5
CN(C)c1ccc(C(O)P(=O)(OC2CCCCC2)OC2CCCCC2)cc1 (stereo unspecified)	11	2	-5	12	0	nt	i	1	-17	-1
Nc1ncc(Br)cc1S(=O)(=O)NCCC(=O)NCCc1ccccc1	-16	-3	-1	-3	-6	14	i	-1	-29	5
N/C(=N\OC(=O)Cc1ccccc1[N+](=O)[O-])c1cccc(Br)c1	-10	-10	-2	-47	2	-35	i	-31	-13	-2
CCn1nnnc1-c1ccc(OC)c(S(=O)(=O)NCCc2ccccc2)c1	-8	-1	-3	7	-3	21	i	4	-22	-3
CCN1CCN(C(=O)c2cc(COc3ccc(C(C)=O)cc3OC)on2)CC1	-146	3	0	46	-2	9	i	29	-125	1
O=C1COc2ccc(C(=O)c3ccccc3)cc2CN1	32	1	-1	3	0	40	i	-2	-49	0
CCOc1ccccc1NC1c2ccccc2C(=O)N1c1ccc(C)cn1 (stereo unspecified)	-33	2	-3	19	-3	22	i	22	-66	0
Cc1ccc(C(=O)N/C(=C\c2ccco2)C(=O)NCCCn2ccnc2)cc1	-6	-3	-1	-6	0	21	i	0	-15	6
CCOc1ccc(C2C=C(c3ccc(F)cc3)Nc3ncnn32)cc1 (stereo unspecified)	-5	-4	-2	-7	6	10	i	5	-11	0
CN1C(=S)SC(N(O)C(=O)Nc2cccc3ccccc23)C1(C)C (stereo unspecified)	29	1	0	23	3	14	i	9	-8	3
Cc1cccc(-c2nc(CS(=O)CC(=O)NCCc3ccccc3)c(C)o2)c1 (stereo unspecified)	-6	0	-1	-15	1	14	i	2	-42	0
O=C1c2ccccc2C(Nc2cccnc2)N1Cc1ccc2c(c1)OCO2 (stereo unspecified)	11	2	-1	19	-6	6	i	8	-7	-4
CN(C)C(CNC(=O)c1ccc(NS(=O)(=O)c2ccc(F)cc2)cc1)c1ccco1 (stereo unspecified)	12	0	-4	28	nt	29	i	2	nt	nt
Cc1[nH]n(-c2ccccc2)c(=O)c1/C=N/N1CCOCC1	-1	0	0	20	1	6	i	2	-16	5
O=C(NCCCn1ccnc1)c1cc2cc([N+](=O)[O-])ccc2oc1=O	21	2	-1	-5	-2	7	i	-3	-21	4
CN(C)CCSc1nc(O)c(-c2ccccc2)c(=O)n1-c1ccccc1	8	1	-4	6	3	23	i	-1	12	3
Remaining list, next part:
SMILES	aSyn 5UTR inh	GSK3beta inhib	GSK3 alpha inh	HSF-1 act	HSP90 refold inh	AI-2 QS mod	PolyA inh	HSF1 inhib	KLF5 inh	IEC-6 tox
OC(CNCCNc1ncccc1C(F)(F)F)Cn1ccc2ccccc21 (stereo unspecified)	21	3	1	-1	0	27	i	2	-3	-1
Cc1ccc(C)c(Cn2cnc3c(oc4ccccc43)c2=O)c1	10	0	-1	26	-1	13	i	7	-26	20
CC1(C)CC(=O)C2=C(C1)Nc1ccccc1N(C(=O)C1CC1)C2c1ccco1 (stereo unspecified)	-3	1	-1	4	-4	15	i	-2	-15	-7
CCOc1ccc(OCC)c(NC(=O)CSc2nnc(-c3cccnc3)o2)c1	-7	-4	2	nt	-2	36	nt	nt	-15	-3
O=S(=O)(c1ccccc1)N1CCC2(CC1)OCCO2	38	0	-3	-5	3	10	i	-3	11	-2
CC(C)Sc1nc2c(c(=O)n(C)c(=O)n2C)n1Cc1ccc(Cl)cc1	32	-4	-2	13	1	14	i	15	-24	2
O=C(CN1C(=O)C2C3C=CC(C3)C2C1=O)NCc1ccco1 (stereo unspecified)	-8	5	nt	5	-2	22	i	-12	-44	-2
Cc1ccc(C2CC(c3cccs3)=NN2C(=O)c2ccc(Br)o2)cc1 (stereo unspecified)	3	4	-2	16	8	34	i	7	-33	5
CN(C)c1cc(NC(=O)CN2CCCC2)c2ccccc2n1	-14	-2	-1	9	5	-1	i	1	-5	6
CCOc1ccccc1C1CC(=O)NC2=C1C(=O)CC(C)(C)C2 (stereo unspecified)	3	-2	30	11	-2	6	i	1	-10	0
COc1ccc(CCNC(=O)c2cc3ccccc3oc2=O)cc1	-5	1	-1	-22	3	-2	i	-9	-3	2
CC1Sc2ccc(S(=O)(=O)N3CCC(C(=O)Nc4ccc(Cl)cc4)CC3)cc2NC1=O (stereo unspecified)	-20	0	0	-3	-2	16	i	-4	-14	16
N#Cc1ccccc1NC(=S)Nc1ccc(F)cc1	-5	-24	1	6	6	12	i	1	-18	4
CC(C)C(=O)Nc1cccc(NC(=O)c2ccc([N+](=O)[O-])cc2Cl)c1	11	-4	2	33	-2	16	i	5	-11	5
O=C1C2C3C=CC(CO)(O3)C2C(=O)N1c1ccc(-c2ccccc2)cc1 (stereo unspecified)	-85	-1	nt	47	0	29	i	35	-27	-3
Cc1cc(F)ccc1S(=O)(=O)N1CCCOC1CNC(=O)C(=O)NC1CCCCC1 (stereo unspecified)	-21	0	-2	11	2	31	i	-5	-38	0
CC1CC(=O)C2=C(C1)OC(N)=C(C#N)C2c1coc2ccccc2c1=O (stereo unspecified)	-50	0	2	-7	0	15	i	0	-9	-1
CN(C(=O)COC(=O)c1cc[n+]([O-])cc1)c1ccccc1	13	-1	-1	-7	-2	23	i	-11	-21	-5
CC(=O)c1ccc(N2CCN(C(=O)/C=C/c3ccc(S(=O)(=O)N4CCOCC4)cc3)CC2)cc1	17	-2	-4	5	-2	17	i	6	6	2
CC1CCc2c(nc3ncnn3c2NCCN(C)C)C1 (stereo unspecified)	14	1	0	-4	-1	19	i	2	-14	1
O=C(CSc1nnc(-c2ccccc2Br)o1)Nc1cccc2ccccc12	-23	1	0	7	1	14	i	9	0	5
Cc1cc(=O)oc2cc(OCC(=O)NC3CC(C)(C)NC(C)(C)C3)ccc12	10	-2	-2	5	1	25	i	14	-14	5
Cc1ccccc1C(=O)NC(=S)Nc1ccccc1C(=O)O	-1	2	-3	9	0	0	i	3	-26	0
O=C(Nc1ccc2oc(-c3cccnc3)nc2c1)c1cc2ccccc2o1	-58	-3	-1	-26	-1	0	i	-2	-5	-2
CC(C)=CC(=O)OCC(=O)Nc1ccc(Cl)cc1	6	1	-3	11	0	?	nt	3	0	-9
(more compounds)
SMILES	aSyn 5UTR inh	GSK3beta inhib	GSK3 alpha inh	HSF-1 act	HSP90 refold inh	AI-2 QS mod	PolyA inh	HSF1 inhib	KLF5 inh	IEC-6 tox
CC(OC(=O)Cc1coc2cc3c(cc12)CCC3)C(=O)NCc1ccc2c(c1)OCO2 (stereo unspecified)	3	2	nt	10	8	2	i	17	-24	1
COc1cccc(/C=N/N2CCN(C3c4ccccc4-c4ccccc43)CC2)c1O	-6	4	0	-3	1	19	i	2	18	-2
Cc1ccccc1-c1nnc(CN2CCN(C(=O)c3ccco3)CC2)o1	9	nt	-1	41	-4	nt	i	7	8	-3
O=C(N/N=C/c1cccc(Oc2ccccc2)c1)c1ccccc1F	-39	1	-3	0	0	15	i	3	64*	28*
COc1cccc(-c2cc(C(F)(F)F)c(C#N)c(=O)[nH]2)c1	-4	0	-4	8	1	12	i	-10	-2	6
O=C(Cn1cnc2cc([N+](=O)[O-])ccc2c1=O)Nc1cccc(S(=O)(=O)N2CCOCC2)c1	19	-4	0	1	-1	23	i	4	5	-1
NS(=O)(=O)c1ccc(NC(=O)COC(=O)CCc2ccc(S(=O)(=O)N3CCOCC3)cc2)cc1	-11	0	nt	-4	0	-2	i	-1	-2	3
CCCCN(C(=O)CCCc1nc2ccccc2c(=O)[nH]1)c1c(N)n(CCCC)c(=O)[nH]c1=O	3	-2	-1	0	-2	17	i	2	-23	3
Cc1ccccc1N1CCN(c2ncnc3scc(-c4cccs4)c23)CC1	20	2	-1	3	3	11	i	-9	-24	3
CCCOC(=O)C1=C(C)NC2=C(C(=O)CCC2)C1c1ccc(N(C)C)cc1 (stereo unspecified)	10	-1	0	10	5	30	i	19	-4	6
O=C(CSc1nc2ccccc2c(=O)n1-c1ccccc1)c1c[nH]c2ccccc12	12	0	-20	-1	0	44	i	-7	-10	5
CC1CCc2c(sc3nc(CSc4nnnn4C)[nH]c(=O)c23)C1 (stereo unspecified)	-11	-1	-2	6	-2	46	i	16	7	5
COc1ccc(C(=O)N/C(=C\c2cn(S(=O)(=O)N(C)C)c3ccccc23)C(=O)NCCN2CCOCC2)cc1OC	6	2	-1	3	-7	-4	i	0	-14	-4
COc1ccc(CNC(=O)c2ccc(N(C)S(=O)(=O)c3ccc(C)cc3)cc2)cc1	0	-1	-1	13	1	39	i	-1	-24	1
COc1ccc(S(=O)(=O)NCc2ccccc2)cc1Br	9	4	-2	23	1	33	i	-3	-29	-2
O=C(O)CC(C(=O)Nc1ccc(F)cc1)C1CCCO1 (stereo unspecified)	4	0	-2	2	-2	5	i	5	9	2

Compound activity (PubChem)
